# TDP1 block = TDP1 (human) enzyme inhibition | Q9NUW8 | actives 0.28% (n = 350,000) | recombinant TDP1, AlphaScreen DNA substrate cleavage | AID 485290 | Potency, µM (titrated, usually from 130 µM), inactives show top-dose activity change, negative = inhibition, usual class: inhibitors; also: nearly all actives have a fitted effect of over 40% in size
# Target sequence (Q9NUW8 whole entry, looked up): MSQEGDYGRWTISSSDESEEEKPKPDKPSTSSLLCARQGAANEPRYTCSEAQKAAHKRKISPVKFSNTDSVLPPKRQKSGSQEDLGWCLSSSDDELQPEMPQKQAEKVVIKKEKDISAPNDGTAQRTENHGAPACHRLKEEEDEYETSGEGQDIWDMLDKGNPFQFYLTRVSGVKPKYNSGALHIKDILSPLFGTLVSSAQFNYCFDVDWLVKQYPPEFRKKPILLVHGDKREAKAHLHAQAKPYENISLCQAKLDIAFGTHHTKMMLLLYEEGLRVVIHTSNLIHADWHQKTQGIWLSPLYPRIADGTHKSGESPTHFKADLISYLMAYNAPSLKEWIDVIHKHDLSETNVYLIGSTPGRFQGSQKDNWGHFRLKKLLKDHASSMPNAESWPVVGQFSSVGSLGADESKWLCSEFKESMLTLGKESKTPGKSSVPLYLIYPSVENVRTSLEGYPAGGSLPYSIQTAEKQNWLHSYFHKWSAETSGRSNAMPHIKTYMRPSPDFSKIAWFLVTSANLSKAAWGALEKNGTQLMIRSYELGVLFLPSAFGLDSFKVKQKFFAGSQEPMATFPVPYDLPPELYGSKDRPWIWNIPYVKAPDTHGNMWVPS
#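 Steps: enzyme plus compound, 15 min RT; add biotin/phosphotyrosine-FITC oligonucleotide (15 nM final), react 5 min; add donor/acceptor beads (10 ug/ml final), 10 min; read AlphaScreen. Tdp1 at 1 nM final.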
# FEN1 inh = human FEN1 inhibition. P39748. Recombinant FEN1 flap cleavage, fluorescence, 15 min. Potency, µM (series often up to 114 µM), inactives show at the highest dose activity change, negative = inhibition, actives largely listed as inhibitors. actives 0.35% (n = 390,000); also: nearly all actives have a fitted effect of over 65% in size
# Target sequence (P39748 whole entry, looked up): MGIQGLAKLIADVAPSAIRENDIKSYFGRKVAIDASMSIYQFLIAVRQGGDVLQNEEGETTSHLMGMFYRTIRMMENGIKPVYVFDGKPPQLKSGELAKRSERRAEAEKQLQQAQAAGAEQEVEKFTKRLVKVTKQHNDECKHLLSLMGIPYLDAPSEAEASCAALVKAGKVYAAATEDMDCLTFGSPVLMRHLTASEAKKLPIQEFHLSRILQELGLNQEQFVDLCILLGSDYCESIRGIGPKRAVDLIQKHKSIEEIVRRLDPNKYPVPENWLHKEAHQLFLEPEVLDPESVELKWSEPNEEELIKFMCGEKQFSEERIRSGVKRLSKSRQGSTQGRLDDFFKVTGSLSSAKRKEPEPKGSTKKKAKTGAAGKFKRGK
#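 Read-out was taken twice, immediately and after 15 min, following addition of 50 nM substrate to 10 nM FEN1 that had sat with test compound for 15 min at room temperature. Curves came from a four-parameter Hill model.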
# N370S GC = inhibits or activates N370S mutant glucocerebrosidase. P04062. N370S GC spleen homogenate, 4MU-glucoside fluorescence. Potency, µM (top dose mostly 59.4 µM), inactives show at the top dose activity change, negative = inhibition, hits mostly inhibitors. actives 0.092% (n = 330,000). AID 2101;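 also: 0% = full enzyme activity and -100% = no enzyme basal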
# An asterisk follows results filed as active; ? = inconclusive; . = not tested or not shown; & = joins results of further samples; [ ] = another dose, or the depositor's remark. Calls follow the shape of the dose curve; as a rule, active = well fitted curve in the direction sought with a large enough effect; inconclusive = small, poorly fitted or top-dose-only effect, or another doubt; inactive = no such curve, though single readings can be large; an effect the other way counts as inactive or inconclusive. Unless noted, % is scaled to controls: 0 for no effect and ±100 for the full control effect; potency is read from the fitted curve at half-maximal effect. Random draw from the library; about 0.53% have a hit in one of these screens.
no.	Compound	TDP1 block	FEN1 inh	N370S GC
1	CCC(=O)N1CCc2cc(S(=O)(=O)NC(C(=O)NCCc3cccc(C)c3)C(C)C)ccc21 (stereo not given)	-2%	18%	.
2	COc1ccc(CC(=O)N[C@@H]2c3ccccc3CC[C@H]2OCc2ccccc2)cc1	0%[56.1 µM]	-2%	.
3	CCn1cc(C(=O)NC(C)C2CC3CCC2C3)cn1 (stereo not given)	-5%	-1%	1%
4	C/C(=C\COc1cc(=O)[nH]c2ccccc12)CCC(O)C(C)(C)O (stereo not given)	2%	-8%	-10%&-2%&2%
5	N/C(=N\OS(=O)(=O)c1cccc([N+](=O)[O-])c1)c1ccncc1	0%	10%	5%
6	CCN(CC)S(=O)(=O)c1cccc(NC(=O)/C=C/c2ccc([N+](=O)[O-])cc2)c1	-3%	0%	17%
7	CC(=O)Nc1c(C#N)c(C(C)(C)C)cn1C	2%	-1%	8%
8	Cc1ccc(S(=O)(=O)N2CCN(S(=O)(=O)c3cccs3)CC2)cc1	3%	6%	1%
9	Cc1ccc(NCc2nnc(SCC#N)o2)c(C)c1	5%	-5%	3%
10	COC(=O)[C@]1(Cc2ccccc2)N[C@H](CN(C)S(=O)(=O)c2ccc(F)cc2)[C@@H]2C(=O)N(Cc3ccccc3)C(=O)[C@@H]21	0%	-16%	.
11	CC(=O)c1csc(COc2cc(Cl)cc(Cl)c2)n1	.	17%	1%
12	O=C(c1ccccc1)N1CCN(S(=O)(=O)N2CCOCC2)CC1	6%	-2%	9%
13	Cc1cc(=O)oc2cc(OCC(=O)NCCc3nc4ccccc4[nH]3)ccc12	8%	-10%	-23%
14	CCC(C)NC(=O)CSc1ncccc1C(=O)O (stereo not given)	-2%	8%	0%
15	Cc1ccc(Cl)cc1NC(=O)Cn1cccc1	2%	-11%	?
16	CCC(=O)c1c[nH]c(C(=O)NCc2ccco2)c1	-1%	-2%	3%
17	Cc1ccc(-c2nn(CCC#N)cc2C=C(C#N)C#N)cc1	0%	-1%	7%
18	COc1ccc(Nc2ccc(N3C(=O)CC(C)C3=O)cc2[N+](=O)[O-])cc1OC (stereo not given)	5%	-16%	-8%
19	CC(C)CC(COCc1cccc(Cl)c1)N1CCN(C(=O)c2ccc(C(F)(F)F)cc2)CCC1=O (stereo not given)	0%	?	12%
20	CCOC(=O)CSc1nc(C2CC2)cc(-c2ccc(Cl)cc2)c1C#N	-3%	-8%	-1%
21	CCOc1ccc(S(=O)(=O)N(CC(=O)Nc2cc(C)on2)Cc2ccccc2Cl)cc1	2%	11%	7%
22	CCC(C)[C@H](NC(=O)NC1CCCc2ccccc21)C(=O)O (stereo not given in full)	2%	-2%	22%
23	CCCCNC(=O)C1CC(c2ccc(C(F)(F)F)cc2)=NO1 (stereo not given)	5%	-2%	-1%
24	CN(c1ncnc2c1c(-c1ccccc1)cn2-c1ccc(F)cc1)C1CCCCC1	-3%	1%	.
25	COc1ccc(C(=O)c2ccccc2)c(OCC(=O)N(C)C)c1	7%	-2%	11%
26	Cc1nc2cc(Cl)c(Cl)cc2n1-c1ccccn1	-3%	2%	0%
27	COc1ccc(N2C(=O)C(Cl)=C(Nc3c(C)n(C)n(-c4ccccc4)c3=O)C2=O)cc1	6%	-5%	-2%
28	O=C(CSc1c[nH]c2ccccc12)N1CCCc2ccccc21	7%	-4%	3%
29	Cc1ccccc1CNC(=O)c1cnc2sc(N3CCC(C)CC3)nn2c1=O	-3%	-2%	.
30	Cc1ccc(C(=O)N/C(=C\c2ccc(-c3ccc([N+](=O)[O-])cc3)o2)C(=O)NC2CCS(=O)(=O)C2)cc1 (stereo not given)	0%	-2%	8%

# Among those listed so far, 4 have an aryl thioether with sulfur outside any ring:
no.	Compound	TDP1 block	FEN1 inh	N370S GC
9	Cc1ccc(NCc2nnc(SCC#N)o2)c(C)c1	5%	-5%	3%
14	CCC(C)NC(=O)CSc1ncccc1C(=O)O (stereo not given)	-2%	8%	0%
20	CCOC(=O)CSc1nc(C2CC2)cc(-c2ccc(Cl)cc2)c1C#N	-3%	-8%	-1%
28	O=C(CSc1c[nH]c2ccccc12)N1CCCc2ccccc21	7%	-4%	3%

# More entries follow.
no.	Compound	TDP1 block	FEN1 inh	N370S GC
31	Cc1ccoc1C(=O)Nc1cccc2ccccc12	.	4%	-2%
32	COc1cc([N+](=O)[O-])ccc1NC(=O)CSc1n[nH]c(C(C)C)n1	0%	-1%	-5%
33	COc1ccccc1NC(=O)c1nnn(CC(=O)Nc2cc(C)cc(C)c2)c1N	0%	14%	?
34	CC1S/C(=N/N=C/c2ccco2)N(Cc2ccc(F)cc2)C1=O (stereo not given)	.	9%	28%
35	NC(=O)COc1cccc2cccnc12	1%	-4%	5%
36	Cc1ccc(N2C(=O)C3C(C2=O)C2C=CC3C23CC3)cc1 (stereo not given)	1%	2%	-10%
37	S=C1N(c2ccccc2)C(c2ccc(Cl)cc2)N2CCCN12 (stereo not given)	-2%	-10%	7%
38	Cc1ccc(-c2nc(C(=O)NCc3ccccc3Cl)c3n2CCCCC3)cc1	4%	1%	.
39	CCn1c(/C(C#N)=C(\O)CCc2ccccc2)nc2ccccc21	8%	-7%	5%
40	CCN(CC(=O)NCc1cccs1)C(=O)C1CC(=O)N(c2ccc(OC)cc2OC)C1 (stereo not given)	.	-5%	-3%
41	O=C(NCC(c1cccs1)N1CCOCC1)C1CCN(S(=O)(=O)c2cccc(C(F)(F)F)c2)CC1 (stereo not given)	.	3%	-12%
42	COc1ccc(N2C(=O)CC(c3ccc(OC(C)C)cc3)C2=O)cc1 (stereo not given)	1%	-10%	6%
43	COc1ccc(Nc2nc(C)c(-c3ccccc3)s2)cc1	5%	-17%	-7%
44	O=C(Nc1ccc(Br)cc1)c1ccc(F)c(S(=O)(=O)N2CCN(c3ccccn3)CC2)c1	2%	-5%	2%
45	O=C(CCl)Nc1nc(-c2ccco2)c(-c2ccco2)s1	3%	-7%	-13%
46	CCN(CC)C(=O)c1[nH]cnc1C(=O)NCc1ccc(CNC(=O)OC(C)(C)C)cc1	0%	-2%	.
47	O=C(Nc1ccc2c(c1)OCO2)C1CCCN(S(=O)(=O)c2cccs2)C1 (stereo not given)	2%	0%	1%
48	O=C(O)c1ccc(/C=N/Nc2nnnn2-c2ccccc2)cc1	1%	-2%	-4%
49	O=C(c1ccc(F)cc1)c1c[nH]c(C(=O)NCCCN2CCOCC2)c1	-1%	1%	2%
50	Cc1ccc(S(=O)(=O)Cc2ccc(C(=O)NCCCN3CCN(C)CC3)o2)cc1	-1%	16%	3%

# Three compounds drawn at random from those above, as already listed:
no.	Compound	TDP1 block	FEN1 inh	N370S GC
44	O=C(Nc1ccc(Br)cc1)c1ccc(F)c(S(=O)(=O)N2CCN(c3ccccn3)CC2)c1	2%	-5%	2%
5	N/C(=N\OS(=O)(=O)c1cccc([N+](=O)[O-])c1)c1ccncc1	0%	10%	5%
17	Cc1ccc(-c2nn(CCC#N)cc2C=C(C#N)C#N)cc1	0%	-1%	7%

# Next section:
no.	Compound	TDP1 block	FEN1 inh	N370S GC
51	COc1ccc(NC(=O)c2cccc(S(=O)(=O)N3CCCCC3)c2)c(OC)c1	2%	-10%	-2%
52	c1ccc(-n2c3ccccc3c3ccccc32)cc1	-3%	7%	2%
53	O=c1nc2ccccc2c2n1C[C@H](CN1CCN(c3ccccc3)CC1)N2	13%	.	-2%
54	COc1ccc(CCNC(=O)CCNC(=O)c2ccc(Cl)cc2)cc1OC	0%	10%	4%
55	CCOc1ccc(NC(=O)Cn2nnc(-c3ccc(C(N)=O)cc3)n2)cc1S(=O)(=O)N1CCCC1	-7%[0.505 µM]	7%	0%
56	CCOC(=O)c1cc(C#N)c(Oc2ccccc2OC)nc1-c1ccccc1	0%	-15%	18%
57	COC(=O)c1ccc(CNC(=O)c2ccc3c(c2)S(=O)(=O)N=C2CCCCCN23)cc1	0%	-16%	.
58	CCN(CC)CCN1C(=O)C(=O)/C(=C(/O)c2cccc(OC)c2)C1c1ccccn1 (stereo not given)	-2%	4%	-14%
59	O=C(CCN1CCCCC1c1cccnc1)NCc1ccccc1 (stereo not given)	0%	27%	3%
60	COc1ccc(NC(=O)CN(C)S(=O)(=O)c2ccc3[nH]c(=O)oc3c2)cc1	4%	16%	-4%
61	Cc1ccc(Cn2nnnc2CN2CCC(O)(c3cccnc3)CC2)cc1	4%	-7%	-2%
62	COc1ccccc1N(CC(=O)NC1CC2CCC1C2)S(=O)(=O)c1ccc(C)cc1 (stereo not given)	0%	-5%	-6%
63	Cc1ccc(SCCNC(=S)Nc2cc(C)ccc2C)cc1	5%	-21%	27%[12.8 µM]
64	CCn1ccc(=N)cc1	-9%	12%	1%
65	N#Cc1c(-c2ccccc2)c(C#N)c2nc3ccccc3n2c1N	-14%	-4%	-2%
66	CN(C)S(=O)(=O)c1cccc(C(=O)NCC(C)(C)CNC(=O)c2cccc(S(=O)(=O)N(C)C)c2)c1	-1%	12%	-15%
67	CCOC(=O)c1ccc(CSc2nnc3cc(C)c4ccccc4n23)cc1	5%	0%	.
68	CCCNC(=O)Nc1nccs1	1%	-11%	9%
69	CCn1c(SCC(=O)Nc2ccc(NC(=O)c3ccco3)c(OC)c2)nc2ccccc2c1=O	?	1%	2%
70	NS(=O)(=O)c1cc(C(=O)NC2CCSc3ccccc32)ccc1Cl (stereo not given)	1.3µM*	2.8µM*	2%

# Following part:
# Screens in order – TDP1 block, FEN1 inh, N370S GC
71. CC(C)COc1ccc(CSCCNC(=S)Nc2ccccc2)cc1
    0%, -23%, 5%
72. O=C(C1=C[C@H](c2ccc(C(F)(F)F)cc2)C[C@H](OCc2ccc(CO)cc2)O1)N1CCN(Cc2ccc3c(c2)OCO3)CC1
    5%, -20%, -29%
73. Nc1nnc(SCC(=O)OCc2ccc(F)cc2)s1
    0%, 3%, 1%
74. O=C(Cn1c2c(c(-c3ccccc3)cc1=O)CCCC2)N1CCCCCC1
    4%, 6%, -14%
75. COc1cc(C(=O)NCC2CCCCC2)ccc1OCc1c(C)noc1C
    0%, 0%, .
76. O=C(CSc1ccc([N+](=O)[O-])cn1)Nc1cc(C(F)(F)F)ccc1N1CCOCC1
    7%, 5%, 5%
77. Cc1ccc(S(=O)(=O)NC2CCCC(C(=O)O)C2)cc1 (stereo not given)
    2%, 0%, 0%
78. Cc1cc(C(=O)O)n(C(C)(C)C)n1
    -5%, -6%, -5%
79. O=C(CCC(=O)Nc1nnc(C2CCCCC2)s1)NCC1CCCO1 (stereo not given)
    0%, -10%, 2%
80. O=C(Cc1ccc([N+](=O)[O-])cc1)N1CCc2ccccc2C1
    6%, 5%, 10%
81. O=C(Cn1cccc1C(=O)c1ccccc1)NCCc1ccccc1
    1%, 20%, -1%
82. N#CCOc1coc(CN2CCN(c3ccccc3)CC2)cc1=O
    0%, 19%, -21%
83. CC1CCC(NC(=O)c2cc(S(=O)(=O)N3CCCCC3)ccc2N2CCOCC2)CC1 (stereo not given)
    1%, -2%, .
84. Cc1ccc(CN(c2ccc(C(=O)N3CCCC3)cc2)S(C)(=O)=O)cc1
    -4%, 8%, 0%
85. COc1ccc(N(C(=O)c2snc(C(N)=O)c2N)C(C(=O)NC2CCCC2)c2ccc3ncccc3c2)cc1 (stereo not given)
    1%, 13%, -11%

# Some of these compounds in order of count of non-hydrogen atoms, low to high.
# Screens in order – TDP1 block, FEN1 inh, N370S GC
78. Cc1cc(C(=O)O)n(C(C)(C)C)n1
    -5%, -6%, -5%
73. Nc1nnc(SCC(=O)OCc2ccc(F)cc2)s1
    0%, 3%, 1%
81. O=C(Cn1cccc1C(=O)c1ccccc1)NCCc1ccccc1
    1%, 20%, -1%

# Next records follow.
# Screens in order – TDP1 block, FEN1 inh, N370S GC
86. CC(C)c1ccc(N2CC(C(=O)Nc3nccs3)CC2=O)cc1 (stereo not given)
    3%, 0%, 2%
87. COc1cc(-c2nnn(CC(=O)N3CCOCC3)n2)cc(OC)c1OC
    1%, 12%, 25%
88. CCOCCc1nnc(NC(=O)c2ccc(OC)c(OC)c2)s1
    2%, 11%, 1%
89. COc1ccc(Cc2nc3ccccc3n2CC(=O)N/N=C/c2ccc(O)cc2)cc1OC
    5%, -11%, -11%
90. O=C1CC(c2ccc(F)cc2)Sc2ccccc2N1 (stereo not given)
    0%, -11%, 5%
91. CC1CCCCC1NC(=O)CN1C(=O)NC(C)(c2cccc(Br)c2)C1=O (stereo not given)
    -1%[56.1 µM], 20%, .
92. COCCn1c(SCc2nc3sc(C(=O)OC)c(C)c3c(=O)[nH]2)nc2ccccc21
    2%, -13%, -6%
93. COc1ccccc1OCC(=O)Nc1oc(-c2ccccc2)c(-c2ccccc2)c1C#N
    3%, -9%, ?
94. O=C(/C=C/c1ccccc1Br)c1ccc2c(c1)OCO2
    0%, -4%, ?
95. O=[N+]([O-])c1ccc(-c2nnc3n2CCCCC3)cc1
    ., -2%, -15%
96. O=C(COC(=O)c1ccccc1F)Nc1ccc(S(=O)(=O)N2CCOCC2)cc1
    0%, -5%, .
97. Cc1ccc(C)c(NC(=S)NCCSc2ccc(Cl)cc2)c1
    9%, -5%, ?
98. COc1ccc(N(CC(=O)NCc2ccco2)S(C)(=O)=O)cc1Cl
    3%, 4%, -1%

# Assay outcomes deposited in PubChem BioAssay by National Center for Advancing Translational Sciences (NCATS).
